5HT1a antag: blocks the human serotonin 5-HT1a receptor | hit rate 0.68% among 62,000 | inhibition, % at 10 µM | AID 612 | CHO 5-HT1a Ga15 NFAT-bla reporter, antagonist mode | P08908;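 active means inhibition above the mean of all tested compounds plus 3 SD, cut at about 43% in these data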;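 further: receptor stimulated by 5-CT agonist at 100 nM near EC80; beta-lactamase reporter measured by ratiometric fluorescence of a cleavable substrate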
S1P3 ag: S1P3 (human) receptor agonism. Q99500. S1P3 NFAT-BLA reporter cells, FRET ratio; relative to 1 µM S1P, basal subtracted. activation, % at 4.5 µM. hit rate 0.1% among 60,000;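 active means activation above the screen-wide mean plus 3 SD, cut at about 4.5% in these data, passing the limit was not always enough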; further: some compounds called inactive have numbers as strong as hits
Target sequence (Q99500 whole entry, looked up): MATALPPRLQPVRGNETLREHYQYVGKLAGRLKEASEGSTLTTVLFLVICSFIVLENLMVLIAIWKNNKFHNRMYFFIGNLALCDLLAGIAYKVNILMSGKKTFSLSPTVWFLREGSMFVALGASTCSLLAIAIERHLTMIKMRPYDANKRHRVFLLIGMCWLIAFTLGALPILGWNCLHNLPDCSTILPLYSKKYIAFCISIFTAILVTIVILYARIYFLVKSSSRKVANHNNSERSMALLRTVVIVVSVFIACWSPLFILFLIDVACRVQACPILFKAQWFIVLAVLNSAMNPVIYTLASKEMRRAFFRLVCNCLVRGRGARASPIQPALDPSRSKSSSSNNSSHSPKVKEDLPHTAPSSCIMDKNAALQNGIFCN
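Material: Human S1P3 NFAT-BLA reporter CHO cells | Incubation: Overnight plating, 4 h compound 37 °C, 2 h substrate RT | Signal: FRET β-lactamase substrate fluorescence, excitation 405 nm, 460/535 nm emission ratio, background-subtracted | Compound: 4.5 µM final, single dose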
Jurkat viability: reduces viability or proliferation of Jurkat cells; inhibition, % at 4 µM; Jurkat E6.1 viability, ATP luminescence, 48 h; AID 463; hit rate 1.2% among 56,000;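 active means inhibition above the mean inhibition of all tested compounds plus 3 SD, cut at about 28% in these data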
M1 antag: antagonists of rat M1 muscarinic receptor | P08482 | B-score at 10 µM | CHO-M1 cells, Fluo-4 calcium, ACh EC80 antagonist mode; hits give low values | hit rate 3.4% among 64,000;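 active means calcium fluorescence response, raw or row-and-column corrected B-score, differing from the plate sample mean either way at a set confidence level, mostly lower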
Target sequence (P08482 whole entry, looked up): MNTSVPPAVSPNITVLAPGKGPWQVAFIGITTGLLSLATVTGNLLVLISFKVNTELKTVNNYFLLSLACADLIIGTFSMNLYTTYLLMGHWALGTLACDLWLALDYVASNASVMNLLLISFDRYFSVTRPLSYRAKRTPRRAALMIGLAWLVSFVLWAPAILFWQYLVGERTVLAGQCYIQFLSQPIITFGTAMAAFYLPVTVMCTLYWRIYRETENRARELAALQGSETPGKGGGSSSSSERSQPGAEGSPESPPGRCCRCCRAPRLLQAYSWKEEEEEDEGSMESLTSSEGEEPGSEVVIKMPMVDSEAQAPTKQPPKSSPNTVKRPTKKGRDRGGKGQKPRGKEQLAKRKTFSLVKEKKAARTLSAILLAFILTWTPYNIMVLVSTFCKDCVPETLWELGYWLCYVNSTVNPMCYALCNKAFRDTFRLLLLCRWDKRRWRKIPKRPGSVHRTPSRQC
S1P1 ag-PAM: agonists and agonism potentiators of human S1P1 receptor. S1P1 CRE-bla cells, forskolin, beta-lactamase FRET, potentiator mode; S1P1 agonist co-added at EC20, 2 nM; 100% = saturating reference agonist, 0% = basal. hit rate 0.57% among 56,000. activation, % at 9.5 µM. AID 449. P21453;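 active means activation above a cutoff set at the mean activation of all tested compounds plus 3 SD, cut at about 54% in these data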;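 further: forskolin at 4 µM as EC80 and the EC20 agonist is SEW2871; 100% = SEW2871 at its EC100 plus forskolin at EC80; some compounds past the cut are filed as inactive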
M1 ag: agonists of M1 muscarinic receptor. CHO-M1 cells, Fluo-4 calcium fluorescence, agonist mode; hits give high values. B-score at 10 µM. hit rate 3% among 64,000. AID 626;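 active means fluorescence rise, raw or as B-score row- and column-corrected plate score, outside the 99.7% band of its plate's samples, either direction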
5HT1a ag: activates the human 5-HT1a serotonin receptor; P08908; CHO 5-HT1a Ga15 NFAT-bla reporter, FRET ratio; 0% basal, 100% maximal reference agonist; activation, % at 10 µM; hit rate 0.56% among 65,000; AID 567;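 active means activation above the screen-wide mean activation plus 3 SD, cut at about 19% in these data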;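 further: 0% = DMSO wells and 100% = 5-CT at EC100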
HTR1E antagonist: blocks the human 5-HT1E serotonin receptor; P28566; AID 571; CHO 5-HT1E Ga15 NFAT-bla reporter, FRET, antagonist; inhibition, % at 6 µM; hit rate 0.99% among 65,000;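 active means inhibition above a set limit, the mean inhibition across every tested compound plus 3 SD, cut at about 29% in these data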;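 further: signal is the 460 over 535 nm emission ratio of beta-lactamase substrate; 0% = agonist plus DMSO wells and 100% = wells without agonist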
HTR1E agonist: 5-HT1E (human) receptor agonism. CHO 5-HT1E Ga15 NFAT-bla reporter, FRET; 0% DMSO wells, 100% control agonist wells. activation, % at 6 µM. P28566. hit rate 0.69% among 65,000;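 active means activation above a set limit, the screen-wide mean activation plus 3 SD, cut at about 8.5% in these data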;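 further: 100% = positive control agonist at 1 µM giving full maximal response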
Active calls of the source: *; · = not tested or not shown.

SMILES	5HT1a antag	S1P3 ag	Jurkat viability	M1 antag	S1P1 ag-PAM	M1 ag	5HT1a ag	HTR1E antagonist	HTR1E agonist
Cc1cc(C(=O)OCC(=O)N2C(C)CCCC2C)c(C)o1 (configuration not stated)	-3	-0.3	-7	1.2	-25	-0.4	-1.5	0	1.1
CCOC(=O)C1=C(C)N=c2s/c(=C\c3cccn3C)c(=O)n2C1c1cccc(OC)c1OC (configuration not stated)	10	-0.9	2	-0.67	-8	55*	-3.3	12	-0.5
COC(=O)COc1ccc(S(=O)(=O)Nc2ccccc2SC)cc1	-22	-0.5	0	-0.9	·	-0.12	-0.8	-5	0.8
COc1nc(NCc2cccnc2)nc(OC)n1	4	-1.1	-3	-0.099	-26	0.32	2.4	18	0.6
Cc1ccc(C)c(N(CC(=O)N(C)C)S(C)(=O)=O)c1	-5	-0.5	-2	1.3*	·	1.5	0.0	-1	-0.5
COCCNc1c(-c2ccc(O)cc2)nc2ccc(Cl)cn12	-1	-1.2	5	-1.1	4	4.3	-1.2	7	0.6
CC(=O)Nc1ccc2nc(-c3cccs3)[nH]c2c1	4	-0.4	2	1	-23	-0.085	-1.8	18	0.0
COC(=O)c1ccc2c(=O)sc(N3CCC(C(N)=O)CC3)nc2c1	-9	·	·	0.36	·	24*	0.2	5	-0.8
Cc1n[nH]c(C)c1S(=O)(=O)N1CCOCC1	-7	-0.5	-1	0.23	-14	-0.45	-2.8	-12	-1.3
COc1cccc(C2CC(c3ccc(Cl)cc3)n3nc(N)nc3N2)c1 (configuration not stated)	1	-0.8	0	0.025	-18	-0.63	-0.7	-16	0.9
O=C(Nc1ccc(N2CCOCC2)cc1)c1cnsn1	-14	-2.2	0	-0.089	13	0.0044	-2.1	1	-1.0
Cc1cccc2cc(C#N)c(N3CCCC3)nc12	-16	-0.2	0	-0.49	-8	1.3	1.2	-4	1.1
CSc1nc(SCC(=O)NCc2ccco2)c2c3c(sc2n1)CN(C)CC3	-2	·	·	-0.72	·	-0.57	-1.6	22	0.5
Nc1ccc(-c2nc3c(Cl)cc(N)cc3[nH]2)cc1	2	-0.4	9	0.78	11	0.41	5.6	-15	6.0
c1ccc(-n2nnnc2-n2nnc3ccccc32)cc1	8	-0.5	8	0.2	-2	0.5	-2.6	-1	0.1
COCCn1c(C)cc(C(=O)COC(=O)c2cc3c(s2)CCC3)c1C	-4	-0.4	3	-2.3	23	-0.29	1.8	10	0.5
O=C(c1ccco1)c1cn[nH]c1-c1ccc(Cl)cc1O	-10	·	·	-0.6	·	0.9	6.8	-9	1.5
COc1ccc(N(C(=O)c2ccco2)C(C(=O)NC2CCCC2)c2ccc(N(C)C)cc2)cc1OC (configuration not stated)	14	-0.4	5	1.6	0	0.078	-1.6	-2	-0.4
CCOC(=O)c1c(C)[nH]c(C(=O)CSc2nnc(CC(C)c3ccccc3)o2)c1C (configuration not stated)	2	-0.8	6	0.012	22	0.14	-2.2	12	-0.9
Cc1sc2ncn(CC(=O)NCCCC(=O)N3CCN(c4ncccn4)CC3)c(=O)c2c1C	9	0.4	-12	-0.52	-33	0.11	-2.1	-5	-0.8
COC(=O)c1ccc(N2C(=O)c3ccc(OC)c(OC)c3C2=O)cc1	-7	0.3	-5	0.6	3	1	-0.4	2	0.2
Cc1ccc(N2CC(C(=O)NCCC(C)C)CC2=O)cc1 (configuration not stated)	1	-0.8	-3	0.26	-19	0.97	-2.0	-13	-0.3
CCCc1cc(C(=O)NCc2ccc(OC)cc2)no1	-14	-0.1	-4	-0.047	-9	-0.015	-0.9	3	0.0
N#Cc1ccccc1Sc1ccccc1C(=O)OCc1nnc(-c2ccccc2)o1	6	-0.2	4	-1.2	9	-0.27	1.4	0	0.8
Cc1csc(NC(=O)C2CCCN2C(=O)OCC(C)C)n1 (configuration not stated)	4	-0.1	-3	0.28	7	0.46	-4.9	-6	0.9

Remaining list, next part
SMILES	5HT1a antag	S1P3 ag	Jurkat viability	M1 antag	S1P1 ag-PAM	M1 ag	5HT1a ag	HTR1E antagonist	HTR1E agonist
COC(=O)c1ccc(C)c(NC(=O)Cn2cnc3ccccc3c2=O)c1	-8	-0.4	4	0.69	-2	-0.25	1.8	3	-0.8
CCOC(=O)NC(=O)CSc1nnnn1-c1ccc(C)cc1	-2	-0.5	-5	-0.0088	1	-0.061	2.5	-5	0.3
Cc1ccc(C)c(NC(=O)C2CC=CCC2C(=O)O)c1 (configuration not stated)	-9	-0.3	4	0.038	-12	0.61	-3.7	-3	0.0
Cc1ccc(S(=O)(=O)Cn2nnnc2C(CC(C)C)N2CCN(C(=O)c3ccco3)CC2)cc1 (configuration not stated)	-8	0.4	-4	·	-20	·	-0.1	-5	2.6
O=C1NC2CCCCC2NC1CC(=O)N1CCN(c2ccccc2)CC1 (configuration not stated)	-5	-1.2	-8	0.29	-13	-0.44	-1.3	5	-1.2
Nc1ccc[n+](Cc2ccccn2)c1	0	0.0	-2	-0.47	-10	-0.32	-2.2	8	0.3
COC(=O)Cn1ncn2cccc2c1=O	2	-0.3	7	-0.24	-15	-0.17	-3.7	-5	-0.4
O=c1c2cccc3c(N4CCOCC4)ccc(c32)c2nc3ccccc3n12	6	-0.6	8	-0.27	-4	7.2*	0.6	4	-0.6
Cc1cccc(/N=C/c2c(O)[nH]c3ccccc23)n1	10	-1.2	4	-0.46	7	-0.3	-1.5	-1	0.5
O=C(OCCO)c1cc(Cl)c(C(=O)OCCO)cc1Cl	-3	-1.2	-2	-0.012	-16	0.28	-0.4	-6	4.6
CCOC(=O)C1=C(C)NC(C)=C(C(=O)OCC)C1c1ccccn1	-5	-1.3	5	-0.11	-4	-0.084	-1.2	6	0.4
CCOC(=O)Cn1nc(-c2ccccc2)ccc1=O	-18	·	·	0.073	·	0.0054	-2.2	-2	0.3
O=C(CSc1nn(-c2ccc(F)cc2)c(=S)s1)N1CCN(C(=O)c2ccco2)CC1	4	-0.6	-1	-0.11	16	-0.65	-4.3	-3	-0.3
O=C(COc1ccccc1)N1CCN(C(=O)c2cccc(F)c2)CC1	8	-0.8	-4	-0.056	-12	-0.048	-0.9	2	0.3
C(=N\n1cnnc1)/c1ccc(OCc2ccccc2)cc1	-3	-1.2	1	-0.032	23	-0.58	-0.7	-4	0.3
CC(CN1CCCC1)OC(=O)COc1ccccc1 (configuration not stated)	4	-0.7	0	1.2	-2	0.84	-5.2	-12	-0.3
Cc1ccc(-n2nc3c(c2NC(=O)c2cccs2)CSC3)cc1	16	3.7	-1	-0.93	-16	-0.21	-5.3	-1	-0.8
O=C(Cn1c(NCCCO)nc2ccccc21)c1ccc(Br)cc1	14	-0.3	3	0.32	-4	0.09	-3.9	-8	1.8
COc1ccc2nc(NC(=O)CSc3nc4cccnc4n3C)sc2c1	-38	-0.9	6	·	18	·	0.3	5	-0.3
Cc1cccc(NC(=O)C2C(C(=O)O)C3C=CC2C32CC2)c1C (configuration not stated)	11	-0.4	0	0.0074	-20	-0.19	-1.3	-2	0.6
O=C(CSc1nnnn1C1CCCC1)Nc1cccc(NC(=O)c2ccco2)c1	-13	-1.1	6	0.67	11	0.99	-0.6	9	0.8
Cc1ccc(S(=O)(=O)Cn2nnnc2CN2CCOCC2)cc1	4	0.6	1	0.00069	-4	0.019	-1.0	10	-0.8
COC(=O)c1ccc(C2/C(=C(/O)c3ccc(OC)cc3)C(=O)C(=O)N2Cc2ccco2)cc1 (configuration not stated)	·	-3.8	·	0.00044	5	0.61	1.2	7	-0.9
C=CCn1c(SCC(=O)Nc2c(C)cccc2C)nnc1-c1ccncc1	12	-0.6	-3	0.88	1	2.3	-2.3	4	-1.2
COC(=O)C1=[N+]([O-])OC(C(=O)OC)C1c1c[nH]c2ccccc12 (configuration not stated)	10	-0.9	-1	-0.013	2	-0.66	-4.6	-3	0.3

Additional entries
SMILES	5HT1a antag	S1P3 ag	Jurkat viability	M1 antag	S1P1 ag-PAM	M1 ag	5HT1a ag	HTR1E antagonist	HTR1E agonist
CC(=O)N(Cc1cc(=O)[nH]c2ccccc12)c1ccccc1	-7	0.0	-1	-0.51	10	-0.73	-2.2	-3	0.5
Cn1c(NCCO)nc2c(c1=O)C1(CCCCC1)Cc1ccccc1-2	-9	-1.0	-7	-1.4	28	-0.39	0.5	4	-0.5
Cc1nnc(N2CCN(c3ccccc3)CC2)[nH]c1=O	-3	-0.1	-3	0.3	-7	-0.88	0.5	1	-0.5
CCc1nc(C)c(-c2ccccc2)c(=O)[nH]1	-2	1.0	-1	0.12	10	-0.34	-1.6	-3	-0.6
CCOC(=O)CSc1nnc(CNC(=O)c2ccco2)n1-c1ccc(F)cc1	6	-0.4	-3	0.18	-20	3.4	-1.4	2	-1.7
O=C(CSc1nc2ccccc2c(=O)n1Cc1ccco1)NCc1ccccc1	8	0.2	-1	0.64	24	0.018	-2.0	2	0.0
CC(=O)Nc1ccc(NS(=O)(=O)Cc2ccccc2)cc1	-3	-1.6	4	0.22	7	0.22	-1.1	20	0.1
CSCCC(NC(=O)c1ccccc1)C(=O)NC1CCCC1 (configuration not stated)	-9	0.3	-3	-0.016	6	-0.19	-3.4	-1	0.2
C=CCn1c(SCC(=O)c2ccc(NS(=O)(=O)c3ccccc3)cc2)nnc1-c1cccs1	·	-1.6	·	0.17	18	0.53	-3.1	5	-0.6
CC(CCc1ccccc1)C(=O)NO (configuration not stated)	-1	-0.8	0	-0.34	·	0.24	1.8	-6	-0.7
O=C(Nc1ccc2c(c1)CCC2)c1cnccn1	-4	-0.1	0	-0.27	17	0.51	0.0	-4	3.8
Nc1ccc(-c2n[nH]c(=O)c3ccccc23)cc1N	4	·	·	-0.027	·	0.0048	1.0	13	0.6
CCOc1cccc2cc(C(=O)N3CCN(C/C=C/c4ccccc4)CC3)c(=O)oc12	-3	-0.4	14	-0.0068	8	-0.29	-2.3	-14	0.8
CC(=O)NCCn1c(SCC(=O)NCc2ccco2)nc2ccccc2c1=O	-7	-0.1	-5	-0.032	1	0.034	1.1	-6	0.7
O=C(NCCc1ccccc1)C1CCN(S(=O)(=O)c2ccc(-c3nn[nH]n3)cc2)CC1	1	0.1	7	0.018	1	-0.13	-1.3	-3	-0.2
CCOC(=O)N1CCC(NC(=O)CS(=O)(=O)Cc2nc(-c3cccc(OC)c3)oc2C)CC1	-5	-0.4	6	0.0075	8	-0.69	-1.9	-1	-0.7
Nc1nnnn1/N=C/c1ccccc1OCc1ccc(Cl)cc1Cl	-15	-0.8	0	·	2	·	0.1	-6	4.3
CCOC(=O)c1cc(C(=O)OCC)cc(-n2c(C)cc(C(=O)CN3CCOCC3)c2C)c1	-12	-0.6	0	1	-17	0.12	1.4	7	0.2
COc1ccc(CCNC(=O)CSc2cc(=O)[nH]c(N)n2)cc1OC	7	-0.5	-6	0.014	4	-0.0074	-1.1	-1	-1.2
CC(C)C1=C2OC(N)=C(C#N)C(C#N)=C2C(C)CC1 (configuration not stated)	·	0.7	·	-0.0062	1	1.6	-0.6	-15	0.2

3 entries from above, ordered by the number in HTR1E agonist, ascending:
Compound,5HT1a antag,S1P3 ag,M1 antag,S1P1 ag-PAM,M1 ag,5HT1a ag,HTR1E antagonist,HTR1E agonist
C=CCn1c(SCC(=O)c2ccc(NS(=O)(=O)c3ccccc3)cc2)nnc1-c1cccs1,·,-1.6,0.17,18,0.53,-3.1,5,-0.6
CCOC(=O)c1cc(C(=O)OCC)cc(-n2c(C)cc(C(=O)CN3CCOCC3)c2C)c1,-12,-0.6,1,-17,0.12,1.4,7,0.2
CCOc1cccc2cc(C(=O)N3CCN(C/C=C/c4ccccc4)CC3)c(=O)oc12,-3,-0.4,-0.0068,8,-0.29,-2.3,-14,0.8

Compounds as they come; overall some 8.9% were active at least once.
